# Assay outcomes (PubChem BioAssay)
# GLD-1 RNA inh: GLD-1-TGE RNA interaction inhibition (C. elegans) | purified GLD-1 + fluorescein TGE RNA, fluorescence polarization | inhibition, % at 5.96 µM | 320,000 compounds, 0.44% hits;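 active = percent inhibition above a per-plate cutoff, the plate mean of test compounds plus 3 SD, cut at about 30% in these data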;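 also: 0% = DMSO wells with GLD-1 and probe and 100% = wells lacking GLD-1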
# Target sequence (Q17339 whole entry, looked up): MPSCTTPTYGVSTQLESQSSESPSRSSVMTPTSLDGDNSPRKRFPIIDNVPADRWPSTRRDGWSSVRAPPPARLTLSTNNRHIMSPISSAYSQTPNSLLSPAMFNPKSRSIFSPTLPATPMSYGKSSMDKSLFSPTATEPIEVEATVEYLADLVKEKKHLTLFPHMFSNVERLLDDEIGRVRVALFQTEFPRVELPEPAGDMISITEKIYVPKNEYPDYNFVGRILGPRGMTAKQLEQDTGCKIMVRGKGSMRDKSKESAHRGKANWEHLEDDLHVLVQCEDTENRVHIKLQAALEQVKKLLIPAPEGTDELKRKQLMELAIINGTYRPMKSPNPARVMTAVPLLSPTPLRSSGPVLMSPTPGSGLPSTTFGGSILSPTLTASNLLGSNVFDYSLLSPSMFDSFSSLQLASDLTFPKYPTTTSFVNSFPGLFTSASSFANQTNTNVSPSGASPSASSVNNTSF
# PME-1 inh: PME-1 (human) inhibition | AID 2130 | 320,000 compounds, 0.53% hits | recombinant PME-1, FP-Rh probe fluorescence polarization | Q9Y570 | inhibition, % at 5.9 µM;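 active = inhibition above the campaign mean of all compounds plus 3 SD, cut at about 26% in these data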;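 also: competitive labeling of PME-1 active site by serine hydrolase directed probe; 0% = PME-1 with DMSO and 100% = wells lacking PME-1 enzyme; inhibitors block probe labeling so polarization falls and inhibition rises; many of its hits are not listed in these tables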
# GRK2 aptamer HTS: blocks RNA aptamer binding to human GRK2; P25098; bead flow cytometry, FAM-aptamer displacement from GRK2; inhibition of aptamer binding, % at 10 µM; 330,000 compounds, 0.59% hits; AID 488847;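 active = inhibition of aptamer binding above 40%, roughly 3 SD of noise, on plates passing a quality check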;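 also: median bead fluorescence of bound FAM aptamer so fluorescent compounds give negative values; no value below 0 was filed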
# MCL1-BIM inh: MCL1-BIM-BH3 interaction inhibition (human); inhibition, % at 10.9 µM; Q07820; 320,000 compounds, 0.68% hits; GST-MCL1 / FITC-Bim-BH3 fluorescence polarization;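 active = inhibition above the mean inhibition of all tested compounds plus 3 SD, set per campaign, cut at about 40% in these data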;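 also: 0% = DMSO wells and 100% = unlabeled Bim-BH3 peptide control; higher means more loss of mP so more displacement of Bim peptide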
# Target sequence (Q07820 whole entry, looked up): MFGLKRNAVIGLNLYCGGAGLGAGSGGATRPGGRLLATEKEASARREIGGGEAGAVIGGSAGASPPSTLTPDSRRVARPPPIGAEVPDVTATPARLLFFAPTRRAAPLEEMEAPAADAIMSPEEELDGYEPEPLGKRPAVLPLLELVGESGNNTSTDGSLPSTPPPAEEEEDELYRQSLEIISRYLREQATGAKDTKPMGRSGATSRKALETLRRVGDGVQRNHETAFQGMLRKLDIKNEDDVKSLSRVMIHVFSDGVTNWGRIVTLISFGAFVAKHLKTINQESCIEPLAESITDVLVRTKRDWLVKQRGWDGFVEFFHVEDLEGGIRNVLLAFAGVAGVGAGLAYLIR
# VLA-4 inh: inhibition in a human VLA-4 binding assay; 330,000 compounds, 0.2% hits; VLA-4 expressing cells, ligand binding flow cytometry; inhibition, % (about 7 µM as worked out from the volumes in the protocol); in the data active = inhibition above about 50%
# Efflux pump inh: antifungal efflux pump inhibition, Nile Red retention | 330,000 compounds, 0.44% hits | inhibition, % at 10 µM | S. cerevisiae Candida pump triplex;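 active = plate passing quality check with inhibition over a set limit, or well fluorescence over plate mean plus 4 SD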;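 also: Nile Red retained in pooled yeast measured as flow cytometry median fluorescence; 0% = buffer negative control and 100% = Enniatin B positive control; higher means more Nile Red kept so more efflux inhibition; some compounds called inactive have numbers as strong as hits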
# MEX-5 binding: C. elegans MEX-5 TCR-2 RNA binding activity. Q9XUB2. MEX-5/FITC-TCR2 RNA binding, fluorescence polarization; active compounds read low. activity score (negative = inhibition of binding), % at 10 µM. 300,000 compounds, 0.38% hits;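 active = inhibition past about -25% in most replicates, and total fluorescence under double the plate's negative control median, limit read from the data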;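 also: 0% = DMSO and -100% = 5 µM competing unlabeled TCR2 RNA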
# Fam108B counter: counter-screen for RBBP9 inhibitors: inhibitors of mouse Fam108B | inhibition, % at 9.51 µM | recombinant Fam108B, FP-Rh probe fluorescence polarization | 300,000 compounds, 0.33% hits;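 active = inhibition above the screen mean inhibition plus 3 SD, computed separately per campaign, cut at about 18% in these data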;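 also: inhibitors lower polarization as less probe binds the enzyme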
# BCLXL inh: Bcl-xL (human) inhibition; Q07817; GST-Bcl-xL / FITC-Bim BH3 peptide fluorescence polarization; inhibition, % at 10.9 µM; 320,000 compounds, 0.7% hits; AID 2129;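 active = inhibition above the mean of all tested compounds plus 3 SD, cutoff set per campaign, cut at about 30% in these data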;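 also: 0% = DMSO wells and 100% = unlabeled Bim-BH3 peptide competitor; inhibitors lower millipolarization by displacing the labeled peptide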
# Target sequence (Q07817 whole entry, looked up): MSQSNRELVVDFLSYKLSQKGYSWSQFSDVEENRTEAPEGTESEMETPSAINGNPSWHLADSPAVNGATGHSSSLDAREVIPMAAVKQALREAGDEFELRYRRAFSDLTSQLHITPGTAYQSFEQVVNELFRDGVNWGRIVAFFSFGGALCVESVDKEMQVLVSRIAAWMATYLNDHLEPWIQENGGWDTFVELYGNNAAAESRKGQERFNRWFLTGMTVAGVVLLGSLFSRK
# * = called active by the depositor; · = no result given.
SMILES,GLD-1 RNA inh,PME-1 inh,GRK2 aptamer HTS,MCL1-BIM inh,VLA-4 inh,Efflux pump inh,MEX-5 binding,Fam108B counter,BCLXL inh
COc1ccc(/C(N)=N/OC(=O)Oc2ccccc2)cc1OC,4,4,5,6,8,5.8*,-0.3,-3,0
COc1cc(NC(=O)CC(C)S(=O)(=O)c2ccc3c(c2)NC(=O)CO3)cc(OC)c1OC (stereo unspecified),-3,-2,0,8,2,0.0,1.0,-3,0
O=C(Nc1ccccc1)c1ccccc1N=Cc1cccc(O)c1,-1,0,0,0,-9,-0.4,-2.9,0,2
Cc1nn(C)c(NC(=O)c2ccccc2Cl)c1Cl,-3,-5,0,-11,19,0.2,-1.9,1,-8
O=C(Nc1ccncc1)c1cncc(Br)c1,0,1,0,2,15,0.0,1.8,5,5
Fc1ccc(CSc2nc3ncc(Br)cc3[nH]2)cc1,-5,-13,0,-2,13,0.0,-0.9,-1,-2
COc1ccc(Cc2c(O)nc(SCC(=O)NC(C)(C)C)[nH]c2=O)cc1,1,-4,0,3,4,0.0,0.9,0,7
CN(CCOc1ccccc1)C(=O)c1cc([N+](=O)[O-])ccc1N1CCOCC1,0,3,0,7,-8,0.0,-0.3,2,3
O=C(O)CC1NC(=O)N(c2ccc(Cl)cc2)C1=O (stereo unspecified),-5,-3,0,-2,6,0.2,-1.3,-5,-8
O=C(Nc1ccc(O)c(-c2nc3ccccc3o2)c1)C1(c2ccc([N+](=O)[O-])cc2)CCCC1,8,3,0,5,3,-0.1,-0.8,-6,-2
Cc1nc2ccccn2c1C(=O)CSc1ccccc1Cl,-3,4,0,3,23,-0.2,-1.6,-8,2
CC1CN(C(=O)COC(=O)CSc2ccc(C(N)=O)cc2[N+](=O)[O-])CC(C)O1 (stereo unspecified),4,2,1,1,-1,-0.1,1.3,1,-1
O=C(NN1C(=O)/C(=C\c2ccc(O)c([N+](=O)[O-])c2)SC1=S)c1ccccc1Cl,-20,3,2,-40,4,0.3,-15,25*,-16
CCCC(=O)Oc1ccc(-c2nccc(C(OC)OC)n2)cc1,-6,-2,1,3,0,0.1,-3.3,-6,2
C/C(=N/NC(=O)c1ccc2c(c1)OCO2)c1ccc(NC(=O)C(F)(F)F)cc1,9,-1,2,-2,13,-0.1,-0.8,-6,2
O=C(O)C1CCCCC1C(=O)NCCc1ccc(Cl)cc1 (stereo unspecified),4,1,0,10,3,-0.1,-0.1,3,9
CCN(c1ccc(OC)cc1)S(=O)(=O)c1nnc(NC(=O)CC(C)C)s1,-2,0,2,4,-2,0.0,1.2,-5,5
COc1ccccc1C(=O)NCC(=O)NCCSc1ccc(Br)cc1,9,5,1,-2,24,-0.1,·,·,0
CC/C(=N\NC(=O)c1ccncc1)C12CC3CC(CC(C3)C1)C2,8,-4,0,0,-11,0.0,1.4,4,-7
O=c1ccc2cc(S(=O)(=O)N3CCN(c4ccccc4F)CC3)ccc2[nH]1,7,0,5,7,8,0.0,-2.3,-1,5
O=C(COC(=O)CNC(=O)c1ccccc1F)NCCC1=CCCCC1,-1,2,0,-7,-13,0.1,0.4,0,-2
CN(CC(=O)O/N=C(\N)c1ccc(Br)cc1)S(=O)(=O)c1ccccc1,-10,0,4,3,7,0.7,-1.1,3,5
Cc1nc2oc3c(=O)[nH]cnc3c2c2c1COC(C)(C)C2,-1,5,26,5,0,0.2,-2.8,0,0
O=C(NCC1CCCO1)c1ccc(F)c2ccccc12 (stereo unspecified),1,-2,3,-1,-1,0.2,2.0,-6,6
O=C(NCc1ccccn1)C1CCCN(Cc2cnn(-c3ccccc3)c2-n2cccc2)C1 (stereo unspecified),-8,4,0,5,-21,0.2,1.3,-2,2
CCOC(=O)c1sc(NC(=O)CN(CC(C)C)CC(C)C)c(C(=O)OCC)c1C,3,-2,0,3,9,0.1,-1.6,-2,5
O=C(NC(=S)Nc1nc(-c2ccc([N+](=O)[O-])cc2)cs1)c1ccco1,-10,3,0,10,7,-0.5,-1.9,-2,6
O=c1c2c(nc(NCCO)n1CC1CCCCC1)-c1ccccc1CC21CCCC1,9,-4,1,12,12,-0.3,1.1,-7,7
NC(=O)C1CCN(c2nc(-c3ccccc3)nc3ccccc23)CC1,-10,2,0,2,-15,0.1,2.1,5,3
CCOC(=O)C1=C(O)/C(=C/c2cc(C)n(-c3ccccc3)c2C)N=C1C,16,3,2,31,-10,-0.1,-1.7,1,36*
COC(=O)Cc1nc2ccccc2[nH]1,3,0,1,3,5,0.1,-0.5,-4,7
CCN(CC(=O)Nc1c(F)cccc1F)C(=O)C1Cc2ccccc2CN1S(=O)(=O)CC (stereo unspecified),3,1,2,-9,-1,-0.1,-2.4,-2,-1
Cc1ccc(C)c(N2CCN(C(=O)CCCOc3cc(=O)n(C)c4ccccc34)CC2)c1,-2,20,0,0,0,0.1,1.3,-5,6
CC(C)c1ccc(NC(=O)C2C3C=CC4(CN(CCCN5CCOCC5)C(=O)C24)O3)cc1 (stereo unspecified),2,0,0,0,9,0.0,-3.4,3,5
COc1ccc(NC(=O)COc2ccc(C(=O)OCC(=O)N(C)C3CCS(=O)(=O)C3)cc2OC)cc1 (stereo unspecified),-9,-7,3,2,-5,0.4,-1.2,0,-6
Cc1ccc(NC(=O)CCn2c(=S)oc3ccccc32)cc1F,3,-9,0,1,6,0.1,3.2,-4,6

# In a second layout: entries from further up.
# Each structure is followed by: GLD-1 RNA inh, PME-1 inh, GRK2 aptamer HTS, MCL1-BIM inh, VLA-4 inh, Efflux pump inh, MEX-5 binding, Fam108B counter, BCLXL inh
> O=C(NCc1ccccn1)C1CCCN(Cc2cnn(-c3ccccc3)c2-n2cccc2)C1 (stereo unspecified)
    -8, 4, 0, 5, -21, 0.2, 1.3, -2, 2
> CCOC(=O)c1sc(NC(=O)CN(CC(C)C)CC(C)C)c(C(=O)OCC)c1C
    3, -2, 0, 3, 9, 0.1, -1.6, -2, 5
> O=C(NC(=S)Nc1nc(-c2ccc([N+](=O)[O-])cc2)cs1)c1ccco1
    -10, 3, 0, 10, 7, -0.5, -1.9, -2, 6
> O=c1c2c(nc(NCCO)n1CC1CCCCC1)-c1ccccc1CC21CCCC1
    9, -4, 1, 12, 12, -0.3, 1.1, -7, 7
> NC(=O)C1CCN(c2nc(-c3ccccc3)nc3ccccc23)CC1
    -10, 2, 0, 2, -15, 0.1, 2.1, 5, 3
> CCOC(=O)C1=C(O)/C(=C/c2cc(C)n(-c3ccccc3)c2C)N=C1C
    16, 3, 2, 31, -10, -0.1, -1.7, 1, 36*
> COC(=O)Cc1nc2ccccc2[nH]1
    3, 0, 1, 3, 5, 0.1, -0.5, -4, 7
> CCN(CC(=O)Nc1c(F)cccc1F)C(=O)C1Cc2ccccc2CN1S(=O)(=O)CC (stereo unspecified)
    3, 1, 2, -9, -1, -0.1, -2.4, -2, -1
> Cc1ccc(C)c(N2CCN(C(=O)CCCOc3cc(=O)n(C)c4ccccc34)CC2)c1
    -2, 20, 0, 0, 0, 0.1, 1.3, -5, 6
> CC(C)c1ccc(NC(=O)C2C3C=CC4(CN(CCCN5CCOCC5)C(=O)C24)O3)cc1 (stereo unspecified)
    2, 0, 0, 0, 9, 0.0, -3.4, 3, 5

# Further records:
SMILES,GLD-1 RNA inh,PME-1 inh,GRK2 aptamer HTS,MCL1-BIM inh,VLA-4 inh,Efflux pump inh,MEX-5 binding,Fam108B counter,BCLXL inh
COc1ccc(/C=N/NC(=O)c2cccc([N+](=O)[O-])c2)c2ccccc12,-11,4,0,4,6,0.1,0.3,-5,1
Cc1ccc(C)c(NC(=O)CCOc2ccccc2)c1,·,·,0,·,1,-0.1,-0.5,·,·
COc1ccccc1Oc1ccc2c(c1)C(=O)N(c1ccc(C)cc1)C2=O,1,-4,0,-9,22,-0.2,-0.4,0,3
Fc1cccc(Cl)c1CSc1ccc(-c2ccco2)nn1,-1,1,0,18,13,0.0,0.0,-3,11
CC(C)(C)C1=NN(C(=O)c2ccccc2)C(O)(C(C)(C)C)C1 (stereo unspecified),-4,3,1,-2,11,0.0,-1.4,0,0
CCOC(=O)C[N+]1(C)CCN(C(C)=O)CC1,7,1,0,6,9,0.0,-0.9,0,4
Cc1ccc(-c2nnc(SC(C)C#N)n2N)cc1 (stereo unspecified),-6,3,0,1,17,0.1,1.3,3,1
COCCn1c(SCC(=O)N2CCc3ccccc32)nc2c(c1=O)SC(C)C2 (stereo unspecified),0,-3,4,2,0,0.2,1.5,-2,0
Cc1cc(C)n(-c2nc(C)nc3c2cnn3-c2ccccc2)n1,1,-9,0,5,1,0.1,-0.5,1,0
CC(CC1CC(C)(C)OC1=O)C(=O)Nc1nncs1 (stereo unspecified),9,4,0,-1,4,-0.1,-0.3,-4,6
O=C(CSc1n[nH]c(-c2ccco2)n1)Nc1ccccc1,-1,5,4,-3,6,0.1,2.0,4,4
O=C(O)c1cnn2c(C(F)F)cc(C3CC3)nc12,5,6,6,7,-14,0.1,-3.1,2,9
Cc1cc(C)n(C(=O)CNC(=O)c2ccc(Cl)cc2Cl)n1,7,-3,0,-6,-10,-0.1,-3.0,-4,0
Cc1ccccc1OCC(=O)N/N=C/c1ccncc1,0,4,1,11,-24,0.1,1.2,-3,7
Cc1cc(NC(=O)c2cc(Cl)ccc2Cl)no1,3,-4,0,2,15,0.0,1.5,0,2
Cc1ccc(C)c(N2CCN(C(=O)c3ccc(N4CCCC4=O)cc3)CC2)c1,12,8,0,9,-4,0.0,-1.8,10,130*
CCC(=O)Nc1ccc(C(=O)Cn2ncc(Cl)c(Cl)c2=O)cc1,8,0,1,6,24,0.0,0.3,-2,3
Cc1ccccc1C1NC(=S)NC2=C1C(=O)CCC2 (stereo unspecified),6,-1,3,0,-2,0.0,-0.5,0,-1
Cc1ccc(CC2C(=O)N(c3ncccn3)C(=O)C2C)cc1 (stereo unspecified),7,-1,0,4,16,-0.3,-0.9,-2,4
c1ccc2c(c1)OCC(CNCC1COc3ccccc3O1)O2 (stereo unspecified),5,-4,0,11,14,-0.1,1.1,0,6
COC(=O)[C@@]12CCCCN1[C@H](c1ccc(-c3cccc(Cl)c3)cc1)[C@H]1C(=O)N(C)C(=O)[C@H]12,7,-4,0,-8,8,0.1,3.7,-4,2
O=C(Nc1ccc(-c2ccc3nncn3n2)cc1)c1ccc(Br)o1,2,-10,0,-15,-5,-0.1,0.6,-4,-32
Nc1cnc(Nc2ccc(Br)cc2)nc1N,-10,15,0,1,-5,-0.1,1.0,4,5
Cc1cccc(N(C(=O)c2sc(C)nc2C)C(C(=O)NCC2CCCO2)c2ccccc2)c1 (stereo unspecified),4,4,1,-1,-9,0.1,-2.3,-3,-2
Cc1ccc(C(=O)COC(=O)COc2ccccc2O)cc1C,8,·,4,·,0,0.2,·,·,·
Cc1ccc(-c2nc(CS(=O)CC(=O)NC3CCCC(C)C3C)c(C)o2)cc1 (stereo unspecified),6,-1,1,-2,5,-0.1,-1.2,0,0
COc1ccccc1-n1c(SCC(=O)Nc2nnc(C)s2)nc2c(c1=O)SCC2,4,-6,1,6,6,0.1,-2.9,0,0

# This is a subset; the hit share may differ from the screen's.
